AHR act: activates the human aryl hydrocarbon receptor; P35869; AHR-responsive luciferase reporter cells, luminescence; activation, % at 5 µM; 320,000 tested, 2.5% active; AID 2796; in the data active = activation above about 47%;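 note: 0% = vehicle wells and 100% = reference agonist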
Target sequence (P35869 whole entry, looked up): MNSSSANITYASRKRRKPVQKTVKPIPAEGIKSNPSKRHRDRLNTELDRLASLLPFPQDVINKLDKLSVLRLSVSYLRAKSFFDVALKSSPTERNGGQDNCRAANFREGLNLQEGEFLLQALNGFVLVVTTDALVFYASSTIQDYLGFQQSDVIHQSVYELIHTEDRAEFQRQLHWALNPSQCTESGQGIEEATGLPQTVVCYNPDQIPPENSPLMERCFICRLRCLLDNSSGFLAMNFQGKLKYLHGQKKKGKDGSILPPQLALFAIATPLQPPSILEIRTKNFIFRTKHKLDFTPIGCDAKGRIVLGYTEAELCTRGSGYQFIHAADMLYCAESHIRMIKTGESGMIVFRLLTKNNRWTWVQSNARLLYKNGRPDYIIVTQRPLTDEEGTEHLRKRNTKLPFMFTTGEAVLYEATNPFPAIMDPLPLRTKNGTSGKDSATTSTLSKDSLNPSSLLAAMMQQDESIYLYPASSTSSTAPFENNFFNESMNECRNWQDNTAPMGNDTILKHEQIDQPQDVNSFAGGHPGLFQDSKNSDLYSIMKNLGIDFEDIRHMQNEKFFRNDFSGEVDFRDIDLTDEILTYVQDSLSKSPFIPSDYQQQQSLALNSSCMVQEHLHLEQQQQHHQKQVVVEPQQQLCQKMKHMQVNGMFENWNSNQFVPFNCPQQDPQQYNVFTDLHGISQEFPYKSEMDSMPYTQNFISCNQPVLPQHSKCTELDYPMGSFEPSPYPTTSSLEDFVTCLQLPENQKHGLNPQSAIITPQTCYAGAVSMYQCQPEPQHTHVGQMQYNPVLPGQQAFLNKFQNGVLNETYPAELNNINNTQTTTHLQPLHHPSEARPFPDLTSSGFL
BCLXL inh: inhibitors of human Bcl-xL | inhibition, % at 10.9 µM | GST-Bcl-xL / FITC-Bim BH3 peptide fluorescence polarization | 320,000 tested, 0.7% active | Q07817;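 active = inhibition above the mean of all tested compounds plus 3 SD, cutoff set per campaign, cut at about 30% in these data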;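 note: 0% = DMSO wells and 100% = unlabeled Bim-BH3 peptide competitor; inhibitors lower millipolarization by displacing the labeled peptide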
Target sequence (Q07817 whole entry, looked up): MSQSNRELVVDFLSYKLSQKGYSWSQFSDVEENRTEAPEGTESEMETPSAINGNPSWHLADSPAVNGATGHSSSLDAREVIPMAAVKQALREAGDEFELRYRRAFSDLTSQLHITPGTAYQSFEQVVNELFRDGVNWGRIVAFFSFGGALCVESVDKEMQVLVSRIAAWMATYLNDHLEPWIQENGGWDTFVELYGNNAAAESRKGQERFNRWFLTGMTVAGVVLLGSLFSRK
pPAFAH FP inh: pPAFAH (human) enzyme inhibition. Q13093. recombinant pPAFAH, FP-rhodamine probe fluorescence polarization. inhibition, % at 3.39 µM. 330,000 tested, 1.5% active. AID 463082;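 active = inhibition above the mean inhibition across the screen plus 3 SD, cut at about 25% in these data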;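 note: inhibitors block binding of the rhodamine activity-based probe so polarization drops; 0% = enzyme with DMSO and 100% = wells lacking pPAFAH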
MEX-5 binding: C. elegans MEX-5 TCR-2 RNA binding activity | Q9XUB2 | MEX-5/FITC-TCR2 RNA binding, fluorescence polarization; hits give low values | activity score (negative = inhibition of binding), % at 10 µM | 300,000 tested, 0.38% active | AID 1832;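 active = inhibition past about -25% in most replicates, and total fluorescence under double the plate's negative control median, limit read from the data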;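 note: 0% = DMSO and -100% = 5 µM competing unlabeled TCR2 RNA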
PME-1 inh: PME-1 (human) inhibition | inhibition, % at 5.9 µM | recombinant PME-1, FP-Rh probe fluorescence polarization | Q9Y570 | 320,000 tested, 0.53% active;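 active = inhibition above the campaign mean of all compounds plus 3 SD, cut at about 26% in these data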;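 note: competitive labeling of PME-1 active site by serine hydrolase directed probe; 0% = PME-1 with DMSO and 100% = wells lacking PME-1 enzyme; inhibitors block probe labeling so polarization falls and inhibition rises; many of its hits are not listed in these tables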
MCL1-BIM inh: MCL1-BIM-BH3 interaction inhibition (human). AID 2057. inhibition, % at 10.9 µM. 320,000 tested, 0.68% active. GST-MCL1 / FITC-Bim-BH3 fluorescence polarization. Q07820;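 active = inhibition above the mean inhibition of all tested compounds plus 3 SD, set per campaign, cut at about 40% in these data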;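 note: 0% = DMSO wells and 100% = unlabeled Bim-BH3 peptide control; higher means more loss of mP so more displacement of Bim peptide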
PAFAH1B2 inh: inhibitors of human PAFAH1B2; 340,000 tested, 1.2% active; recombinant PAFAH1B2, FP-rhodamine activity probe, fluorescence polarization; AID 492953; inhibition, % at 3.39 µM; P68402;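 active = inhibition above the mean of all tested compounds plus 3 SD, cut at about 24% in these data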;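 note: 0% = enzyme with DMSO and 100% = wells lacking PAFAH1B2; many of its hits are not listed in these tables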
Fam108B inh: counter-screen for RBBP9 inhibitors: inhibitors of mouse Fam108B. inhibition, % at 9.51 µM. AID 1947. 300,000 tested, 0.33% active. recombinant Fam108B, FP-Rh probe fluorescence polarization;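 active = inhibition above the screen mean inhibition plus 3 SD, computed separately per campaign, cut at about 18% in these data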;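 note: inhibitors lower polarization as less probe binds the enzyme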
GLD-1 RNA inh: GLD-1-TGE RNA interaction inhibition (C. elegans). inhibition, % at 5.96 µM. purified GLD-1 + fluorescein TGE RNA, fluorescence polarization. Q17339. 320,000 tested, 0.44% active. AID 2280;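 active = percent inhibition above a per-plate cutoff, the plate mean of test compounds plus 3 SD, cut at about 30% in these data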;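 note: 0% = DMSO wells with GLD-1 and probe and 100% = wells lacking GLD-1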
The depositor's hits bear a star; . = no result given.

SMILES	AHR act	BCLXL inh	pPAFAH FP inh	MEX-5 binding	PME-1 inh	MCL1-BIM inh	PAFAH1B2 inh	Fam108B inh	GLD-1 RNA inh
Cc1cnc(C(=O)OCc2c(C)cc(C(C)(C)C)cc2C)cn1	4	-4	2	1.8	-10	-5	1	-1	1
c1csc(-c2nnc(N3CCCCCC3)c3ccccc23)c1	19	8	6	-2.2	5	-5	2	5	5
O=C(Cn1nnc(-c2ccccc2NC(=O)c2cccs2)n1)Nc1ccccc1	2	-2	-11	1.4	-20	-7	-5	-33	0
O=C1NC(C(=O)O)=CC(c2cccc(Cl)c2Cl)N1 (stereo unspecified)	1	11	-1	.	-2	7	-1	0	7
COc1cc(NC(=O)C2C3CCC(O3)C2C(=O)O)cc(OC)c1 (stereo unspecified)	5	4	3	-4.5	-4	1	1	2	5
COc1cc2ccccc2cc1C(=O)Nc1ccc2oc(=O)ccc2c1	-4	-16	-6	1.4	0	-77	-3	-11	-1
O=C(c1cnn2c(C(F)F)cc(-c3ccccc3)nc12)N1CCCCC1c1cccnc1 (stereo unspecified)	30	5	3	-2.2	-2	4	3	5	-2
Cc1ccc(Nc2nc(=O)c3cccnc3s2)c(Br)c1	13	6	9	0.1	0	8	3	-3	3
COc1ccc(OC)c(S(=O)(=O)N2CCN(C)CC2c2ccccc2)c1 (stereo unspecified)	-2	.	2	.	.	.	0	.	6
Cc1ccc(OCCC(=O)OCC(=O)NCc2ccccc2)cc1	3	-2	30*	-2.3	-3	-4	1	-3	10
CCN(C(=O)COC(=O)CCn1c(C)csc1=O)c1c(N)n(Cc2ccccc2)c(=O)[nH]c1=O	1	0	2	.	1	4	1	.	0
CCOc1cc(C2C(C(=O)OC)=CN(Cc3ccc(Cl)cc3)C=C2C(=O)OC)ccc1O	8	1	12	-0.3	4	-5	14	-2	-1
Cc1ccc(C(=O)OCC(=O)Nc2ccc3c(c2)OCO3)cc1S(=O)(=O)N1CCOCC1	1	2	21	-2.1	0	-5	-2	4	3
COC(=O)[C@@H]1C[C@@H]2CC[C@@H](O)C[C@@H]2N1Cc1ccc(N2CCN(C)CC2)cc1	1	2	-6	1.9	3	1	2	0	-2
Cc1ccc(/C=C/C(=O)N2CCC(Cc3ccccc3)CC2)cc1	1	2	19	0.2	-12	0	5	-2	4
CCc1ccc(CN(C(=O)c2cc3ccccc3oc2=O)C2CCS(=O)(=O)C2)cc1 (stereo unspecified)	13	2	3	0.2	6	0	5	1	1
Cc1cc(C)c(C(=O)NC2CCCc3c2cnn3-c2cccc(C)c2C)o1 (stereo unspecified)	7	5	4	0.0	-6	0	-4	-2	2
CC1CCCN(CCCNC(=O)c2ccc3c(c2)N(Cc2ccc(F)cc2)C(=O)c2ccccc2S3=O)C1 (stereo unspecified)	-4	1	-1	-0.6	-5	-1	-5	-2	-1
COc1ccc(C(=O)NC(=S)NNC(=O)c2cccnc2)cc1	1	6	8	13	3	0	5	3	-5
CC(=O)NS(=O)(=O)c1ccc(NC(=O)c2ccc(-n3nc(C)cc3C)cc2)cc1	3	1	2	1.0	1	2	-2	0	2
CCOC(=O)N1CCN(C(=O)Nc2ccccc2Cl)CC1	-1	4	0	-0.1	-1	-5	-2	4	-3
COC(=O)c1ccc(CSc2nc3cc(Cl)ccc3o2)cc1	0	1	-5	-0.2	-15	2	0	-6	5
Cn1c(=O)c2c(nc(NCC3CCCC(CN)C3)n2Cc2ccc(Cl)cc2Cl)n(C)c1=O (stereo unspecified)	-1	6	0	2.8	0	-3	6	7	-2
Cc1cc(NC(=O)Cn2ccc([N+](=O)[O-])n2)no1	1	2	2	1.3	2	-2	3	6	-4
NS(=O)(=O)c1ccc(CNC(=O)c2cc(=O)[nH]c3ccccc23)cc1	-1	-5	4	0.8	-4	-22	6	-2	1
Cc1ccc(-n2c(SCC(=O)NCCN3C(=O)CSC3=O)nnc2-c2ccccc2)cc1C	-1	-1	5	-1.0	-2	-1	-4	4	3
CCOC(=O)CC1=C(C#N)C(c2cccnc2)C(C(=O)OCC)=C(N)O1 (stereo unspecified)	1	19	5	-0.4	0	16	2	4	15
COc1ccc(CCC(=O)Nc2cc3c4c(c2)CCC(=O)N4CCC3)cc1	0	0	8	-1.8	7	1	5	1	-2
O=C(O)c1cccc(NC(=S)N/N=C/c2cccc(O)c2)c1	1	7	-1	-0.3	-5	21	-7	1	5
CCCCNC(=S)N1CCN(C)CC1	-2	5	0	-0.6	-3	8	5	0	8
CCOc1ccc(N2C(=O)c3cccnc3C2Nc2ccc(F)cc2)cc1 (stereo unspecified)	9	4	5	-2.2	1	7	-2	4	6
O=C(NCCN1C(=O)S/C(=C\c2ccc(Cl)cc2)C1=O)C1=COCCO1	-2	.	3	.	.	.	2	.	-3
COc1cc(NC(=O)c2cc3c(C)nc4ccccc4c3o2)cc(OC)c1OC	12	0	18	1.9	12	3	4	11	-3
CCc1c(C(=O)Nc2cc(C)ccc2OC)[nH]c(C)c1C(C)=O	52*	2	8	0.4	-8	3	1	1	-4
O=C(Cc1ccccc1)N/N=C/c1cc(Br)cs1	2	3	-7	2.9	-4	5	6	-2	3
O=C(NCC(=O)N1CCN(c2cccc(Cl)c2)CC1)c1ccc(Br)o1	3	4	5	2.9	3	-4	4	1	0

Taken from above.
Entry of `COc1cc(NC(=O)c2cc3c(C)nc4ccccc4c3o2)cc(OC)c1OC` in MCL1-BIM inh: 3
Entry of `O=C(NCC(=O)N1CCN(c2cccc(Cl)c2)CC1)c1ccc(Br)o1` in PAFAH1B2 inh: 4
Entry of `O=C(NCCN1C(=O)S/C(=C\c2ccc(Cl)cc2)C1=O)C1=COCCO1` in GLD-1 RNA inh: -3

Continuation.
SMILES	AHR act	BCLXL inh	pPAFAH FP inh	MEX-5 binding	PME-1 inh	MCL1-BIM inh	PAFAH1B2 inh	Fam108B inh	GLD-1 RNA inh
CCOC(=O)c1nc(C)n(-c2cc(Cl)cc(Cl)c2)n1	-2	4	-1	0.1	5	-5	0	3	3
CCOC(=O)Cn1c(=O)c2c(nc3n2CC(C)CN3Cc2ccccc2)n(C)c1=O (stereo unspecified)	1	-6	3	-0.8	4	2	0	-3	1
Cc1nnc(C)c2c(C)n(-c3ccccc3N)c(C)c12	17	96*	-2	-4.9	-10	94*	-1	0	46*
NS(=O)(=O)c1ccc(Nc2nc(-c3ccc(O)cc3O)cs2)cc1	7	11	27*	-45*	12	6	15	23*	-1
O=C(CSc1nnc(CNc2ccc(F)cc2)n1Cc1ccco1)NC1CC1	-2	1	2	0.9	2	3	5	6	3
COc1ccc(CNC(=O)CN(Cc2ccc(OC)cc2)C(=O)CCC(=O)Nc2nccs2)cc1	2	4	3	0.7	0	3	5	0	-2
CCOC(=O)C1=C(N)N2C(=O)C(C)SC2=C(C(=O)OCC)C1c1ccc(O)cc1 (stereo unspecified)	6	2	0	-1.0	-5	2	4	2	-2
COc1cccc(-c2nc(CS(=O)CC(=O)NC(C)CCc3ccccc3)c(C)o2)c1 (stereo unspecified)	4	2	3	2.5	7	4	-6	6	-5
COC(=O)c1c(NC(=O)CCc2ccc(C)o2)sc(C)c1C	10	7	4	1.1	-1	4	-2	1	-1
Cc1ccc(OC(=O)COc2ccccc2C)cc1	0	7	9	-0.6	-3	7	5	-3	3
CC(C)(C)NC(=O)c1ccc2c(c1)N(CC(=O)N1CCCCC1)C(=O)C(C)(C)O2	2	3	-3	1.5	5	9	4	0	-7
O=C(CCC1CCCN(c2ncccn2)C1)N1CCN(c2ccccn2)CC1 (stereo unspecified)	20	0	2	-0.4	0	4	3	2	-7
CCOCC(=O)N1CCc2ccccc21	17	5	-2	-0.8	-4	7	-6	-7	7
CCCC(=O)C1=C(O)C(C(=O)OC)C(C)(C)CC1=Nc1ccc(C)cc1 (stereo unspecified)	2	7	4	0.6	-1	2	3	6	5
C=CCN=C(NC#N)SC	-2	-11	4	-0.2	2	-7	2	-1	8
CC1CCCN(C(=O)Cc2cn(Cc3cccc(Cl)c3)c3ccccc23)C1 (stereo unspecified)	7	7	11	1.1	5	9	6	3	0
S=C(NC1CC1)N1CCN(C(=S)NC2CC2)CC1	-1	6	1	-0.4	5	13	2	1	2
COc1ccc(NC(=O)c2c(C)nn(Cc3ccccc3)c2Cl)cc1S(=O)(=O)N1CCOCC1	2	2	1	-1.1	-5	3	-1	4	2
Cc1ccc(SCC(=O)N2CCN(S(=O)(=O)c3cccs3)CC2)cc1	-1	.	0	.	.	.	4	.	4
COC(=O)c1ccccc1NC(=O)C1CC(=O)N(c2ccc(OC)cc2)C1 (stereo unspecified)	-2	1	6	-2.0	0	2	-1	11	-1
CCOCCCn1c(SCC(=O)N(C)C2CCS(=O)(=O)C2)nc2ccccc2c1=O (stereo unspecified)	-4	1	-3	0.1	0	-1	2	5	3
CC[C@@H](C)[C@@H]1CN([C@@H](C)CN2CCC[C@H]2CN2C(N)=NC[C@@H]2Cc2ccccc2)C(=N)N1CCc1ccc(Cl)c(Cl)c1	-2	.	0	.	.	.	0	.	-13
O=C(/C=C/c1ccc(Cl)cc1Cl)n1cccn1	5	9	-1	-1.3	-3	9	3	-1	-1
CCOC(=O)CSc1c(-c2ccc(Cl)cc2)[nH]c2ccccc12	93*	6	8	2.1	-1	0	-3	-3	-1
CN(C)Cc1ccc(O)c(CCc2ccccc2)n1	3	11	1	-1.7	-2	7	4	2	7
COc1ccc(-n2c(SCC(=O)N(C)C3CCS(=O)(=O)C3)nc3ccc(O)cc3c2=O)cc1OC (stereo unspecified)	-1	.	2	.	.	.	3	.	-3
COc1ccc(OC)c(-c2cc(-c3cccnc3)nc(N)c2C#N)c1	19	15	15	1.3	10	2	3	1	-9
CCCNC(=O)N1CCC(C(=O)c2cccc(F)c2)CC1	0	4	0	-0.6	-2	0	1	5	-1
CC(=O)Nc1ccc(NC(=O)CCc2ccc(C)o2)cc1	2	5	5	0.2	-1	-2	2	0	-5
c1ccc(CSc2ccc(-c3ccc4c(c3)OCO4)nn2)cc1	74*	6	14	-6.4	-2	10	-5	2	0
CCCN(CCC)CCNC(=O)CS(=O)Cc1nc(-c2ccc(C)cc2)oc1C (stereo unspecified)	0	1	1	1.0	2	1	-1	0	8
CC(=O)c1cccc(Nc2nc(N3CCOCC3)nc(N3CCOCC3)n2)c1	10	1	1	0.9	-3	1	3	1	-8
Cc1cc(N2CCN(c3cccc(C)c3C)CC2)nc(-c2ccccc2)n1	-7	-5	1	-2.1	-5	-1	-3	-5	4
O=C(N/N=C/c1ccc(Cl)cc1Cl)c1ccc(-n2cnnn2)cc1	0	2	4	.	5	1	2	.	-4
O=C(O)c1ccccc1C(=O)Nc1cccc([N+](=O)[O-])c1	-1	0	2	0.0	0	-4	3	1	6
COc1cccc(CNC(=O)c2ccc(NS(=O)(=O)c3ccc4[nH]c(=O)[nH]c4c3)cc2)c1	-1	9	6	.	2	5	-1	.	3
Cc1cccc(NS(=O)(=O)c2nnc(NC(=O)c3cccc(C)c3)s2)c1	3	0	10	-0.4	-4	0	0	-2	5
CCC1(C)Cc2c(sc3nnn(CC(=O)Nc4ccc(C)cc4)c(=O)c23)CO1 (stereo unspecified)	2	3	9	-1.8	2	0	0	-4	2
O=C(CN1C(=O)NC2(CCCCC2)C1=O)N1CCN(S(=O)(=O)c2ccccc2)CC1	-2	-7	-4	2.6	6	-14	3	-2	-6
O=C1CCCN2N=C(SCC(=O)Nc3ccc(F)cc3F)SC2=N1	0	-1	-1	2.2	10	-3	0	3	6

An excerpt; the hit share may differ from the screen's.
